# TNAP activators – human TNAP enzyme activators, primary screen, biochemical, luminescent, no phosphate acceptor, uHTS (AID 1001); purified TNAP, luminescent activation assay, no phosphate acceptor; higher activation fold means a stronger effect; hit rate 0.03% among 200,000; activation fold at 20 µM, or EC50 in µM where a hit was titrated; in the data active means activation fold from about 3, or a potency from the dose series; inactive means the rest, 99 in 100 with activation fold below about 1.6; further: many of its hits are not listed in these tables
# bCat nuc transl – alters nuclear translocation of beta-catenin in HeLa cells; immunofluorescence imaging; nuclear translocation activity, % at 5 µM; hit rate 0.3% among 190,000; AID 1665;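 active means nuclear translocation activity above 50% at 5 µM, with a well cell count of 50 or more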;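 further: per-cell ratio of nuclear to cytoplasmic median beta-catenin stain intensity; plate controls were DMSO negative control for no effect and GSK-3 inhibitor IX positive control for full effect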
#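 Test system: HeLa cells, endogenous beta-catenin; Compound: single 5 µM dose plus 0.02–20 µM confirmation series; Times: compound exposure 24 h at 37°C; Signal: fluorescence imaging of beta-catenin antibody stain plus DAPI; Read-out: % activation, nuclear-to-cytoplasmic median beta-catenin signal ratio per cell.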
# Dynein cargo inh – dynein cargo transport inhibition | 3617.4 mouse cells, GR-EGFP nuclear translocation imaging; test concentration mostly 20 µM; stimulated with dexamethasone, 1 µM; stronger effect = lower value | z-score, hits read low | hit rate 0.47% among 220,000;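 active means plate z-score of nuclear minus cytoplasmic receptor signal below a set negative limit, without overly bright fluorescence or cell loss, cut at about -3.5 in these data, passing the limit was not always enough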;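 further: z-score of nuclear minus cytoplasmic ring GR-EGFP intensity difference per well; some compounds called inactive have numbers as strong as hits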
#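 Buffer or medium – tet-free medium with charcoal-stripped serum · Signal – automated 10x imaging of fixed Hoechst-stained cells · Also added – dexamethasone agonist, 1.0 µM final, for 30 min · Incubation – induction 48 h, compound 1 h, agonist 30 min · Read-out – GR-EGFP nuclear translocation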
# T cell HTS – T cell immune modulators affecting CD8 T cell-vesicle binding; 2C CD8+ T cell-vesicle binding, flow cytometry; stronger effect = lower value; calls only at 7 µM; hit rate 0.068% among 330,000; AID 2052;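 active means response, share of CD8 T cells binding vesicles, and their 90th percentile fluorescence all below set limits, cut at about 80% in these data, passing the limit was not always enough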
#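 Test system: purified 2C TCR transgenic mouse naive CD8+ T cells. Probe or stimulus: QL9-peptide-loaded Drosophila micro-vesicles bearing Ld, ICAM-1 and B7-1. Incubation: binding step 1.5 h, 37 °C, antibody labelling 20 min, ice. Measured by: flow cytometry of vesicle-bound cells.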
# MT stabilize HCS – microtubule stabilizers in HeLa cells; HeLa tubulin immunostaining HCS, 24 h; share of cells brighter than vehicle mean+2SD; % tubulin-high responders, % at 10 µM; hit rate 0.83% among 200,000;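 active means plate Z-score above 3 for both tubulin-high and condensed-nucleus cell shares, with cell loss under 80%, at 10 µM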;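 further: anti alpha tubulin signal scored within the nucleus-defined area of each cell; some results filed as inactive read as strong as hits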
# Hep lipid drop – hepatic lipid droplet formation modulation. AML12 mouse hepatocytes, oleate lipid droplets, BODIPY imaging. inhibition, % at 6.5 µM. hit rate 0.4% among 240,000;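 active means lipid droplet intensity inhibited by at least 50%, with more than 500 cells counted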
#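 Technique: fluorescence imaging, 20x objective, two fields per well / Assay system: AML12 hepatocytes (mouse) / Measure: % inhibition of lipid droplet signal / Doses: 6.5 µM single-point dosing / Incubation: overnight exposure / Reagent: 100 µM oleic acid challenge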
# Insulin prom up – MIN6 insulin promoter up-regulation; MIN6 insulin promoter-GFP reporter, high-content imaging; stronger effect = higher value; z-score at 5 µM; hit rate 0.3% among 190,000;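 active means z-score above 3 at 5 µM with at least 500 cells counted in the well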
# Myeloid diff MLP – compounds promoting myeloid differentiation; hit rate 1% among 360,000; ER-HoxA9 myeloid progenitors, lysozyme-GFP differentiation, flow cytometry; calls only at 10 µM;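 active means normalized GFP-positive differentiation at or above the plate's own cutoff, the solvent-only control mean plus 3 SD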;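 further: cells exposed to compound for four days before flow analysis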
# human PMI inhibition – MPI enzyme activity inhibition – biochemical, fluorescence intensity, coupled assay, primary screen (AID 1209). hit rate 0.42% among 190,000. purified PMI enzyme, coupled fluorescence intensity; higher % means a stronger effect. one-dose inhibition, % at 20 µM; IC50 in µM for titrated hits; in the data active means inhibition above about 50%;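 further: plate controls were DMSO vehicle for no effect and wells lacking substrate for full effect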
# Dynein cargo inh cytoplasmic EGFP – also measured in Dynein cargo inh; calls as there; z-score; measured here: cytoplasmic GR-EGFP intensity; stronger effect = higher value
# Dynein cargo inh nuclear GR-EGFP – further read-out of Dynein cargo inh, marked with its call; z-score; measured here: nuclear GR-EGFP intensity;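 lower value marks the stronger effect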
# Dynein cargo inh cell count – second read-out of Dynein cargo inh, no call of its own (marks repeat the call); z-score; measured here: cell count per field
# Insulin prom up cell count – also measured in Insulin prom up; calls as there; cell count; measured here: cytotoxicity, nuclei count;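 total cells summed across four imaged fields per well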
# Hep lipid drop cells 6.5 µM – recorded beside Hep lipid drop, whose call it bears; cell count; measured here: cell count, cytotoxicity flag;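 cells counted across two imaged fields per well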
# bCat nuc transl cell count 5 µM – recorded beside bCat nuc transl, whose call it bears; cell count; measured here: cell count, cytotoxicity flag
# T cell HTS vesicle-bound % – recorded beside T cell HTS, whose call it bears; double positive events, %; measured here: CD8+ vesicle-bound cell fraction;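 binding gate set so that unloaded-vesicle control wells show 10% double positive cells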
# MT stabilize HCS Hoechst-high % – second read-out of MT stabilize HCS, no call of its own (marks repeat the call); % Hoechst-high responders; measured here: nuclear condensation Hoechst responders;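 share of cells brighter than vehicle mean plus two SD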
# MT stabilize HCS cytotoxicity % – further read-out of MT stabilize HCS, marked with its call; toxicity, %; measured here: cytotoxicity by cell density;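 0% = mean cell density of plate MIN control wells and 100% = no cells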
# Myeloid diff MLP GFP+ MAC1+ % – also measured in Myeloid diff MLP; calls as there; GFP+ MAC1+ double positive, %; measured here: differentiation confirmed by MAC1 staining
# An asterisk follows results filed as active; i = inactive; / = no result given.
SMILES,TNAP activators,bCat nuc transl,bCat nuc transl cell count 5 µM,Dynein cargo inh,Dynein cargo inh cytoplasmic EGFP,Dynein cargo inh nuclear GR-EGFP,Dynein cargo inh cell count,T cell HTS,T cell HTS vesicle-bound %,MT stabilize HCS,MT stabilize HCS Hoechst-high %,MT stabilize HCS cytotoxicity %,Hep lipid drop,Hep lipid drop cells 6.5 µM,Insulin prom up,Insulin prom up cell count,Myeloid diff MLP,Myeloid diff MLP GFP+ MAC1+ %,human PMI inhibition
O=C(NC1(C(F)(F)F)NC(=O)N(C2CCCC2)C1=O)C1CC1 (stereo not drawn),1,-1.0,1118,-0.79,-0.23,-0.67,0.19,i,48,3.4,1.6,6.4,2,675,0.47,1824,i,0.1,16%
COc1ccc(S(=O)(=O)N=C2C=C(C)C(=O)C(C)=C2)cc1,1.1,-0.1,1345,-0.95,-0.17,-0.53,0.51,i,27,1.6,1.2,7.2,/,/,-0.01,1299,i,0.7,40%
COCCCNC(=S)N1CCCN(c2nc3cc(C)ccc3cc2C#N)CC1,1.1,0.6,1529,0.48,-0.23,0.45,-0.95,i,24,0.8,1.2,9.4,-11,666,-0.52,1356,i,0.4,-51%
Cc1cc(C(=O)COC(=O)c2ccc(N)c([N+](=O)[O-])c2)c(C)n1-c1ccc2c(c1)OCO2,1.1,0.8,999,-1.2,-0.22,-0.45,1.4,i,51,2.8,2.4,7.3,-41,585,-0.24,976,i,0.3,9%
O=C(NCCc1ccccc1)C1CCN(S(=O)(=O)c2ccc(-c3nn[nH]n3)cc2)CC1,1,-4.3,1155,0.043,-0.21,0.22,0.031,i,18,3.4,2.9,8.4,3,754,0.4,1316,i,1.0,7%
Cc1cccc(CN2CCN(CC(=O)N3CCCC3)C2=O)c1,1.1,/,/,1.6,-0.25,0.69,-0.31,i,18,1.2,1.8,1.7,-5,729,-0.28,951,i,0.6,-5%
CCCCOc1ccc(/C(O)=C2/C(=O)C(=O)N(CCN(C)C)C2c2ccc(O)c(OC)c2)cc1 (stereo not drawn),1.1,-0.6,884,0.96,-0.12,1.4,-0.77,i,7,2.9,1.2,7.0,/,/,0.68,1238,i,7.7,2%
CCCCn1c(=NC(=O)c2cccnc2)c(C(=O)OCC)cc2c(=O)n3ccccc3nc21,1.1,/,/,4.2,0.04,3.5,-2,/,/,3.2,0.5,11,3,665,-0.66,1341,i,0.2,-8%
CCCCOC(=O)CSc1nc(N)c(C#N)c(-c2ccc(OCC)cc2)c1C#N,1,-3.8,1137,-0.55,-0.21,-0.35,0.84,i,55,1.6,1.7,8.6,-1,791,0.79,813,i,0.6,15%
Cc1ccc(CN2CCN(Cc3cnc(N4CCOCC4)s3)CC2CCO)o1 (stereo not drawn),1,2.1,953,-1.1,-0.099,-0.58,0.56,i,57,0.6,2.0,4.8,-2,709,/,/,i,0.2,8%
COc1ccc(-c2csc3nc(-c4ccc(C)cc4)oc(=O)c23)cc1OC,1.1,7.5,878,0.54,-0.21,0.41,-0.73,i,48,3.9,4.8,1.1,-4,445,/,/,i,0.9,9%
COc1ccccc1N1CCN(C(=O)COc2cc(C)cc(C)c2)CC1,1.1,-4.9,1015,-0.77,-0.31,0.085,0.59,i,19,3.5,2.6,6.8,-13,678,-0.59,1319,i,0.3,-4%
CC1=C(C(=O)OCC2CCCO2)C(c2coc3ccccc3c2=O)C2=C(CCCC2=O)N1 (stereo not drawn),1.2,-0.7,1167,-0.76,-0.27,-0.3,0.43,i,44,2.1,1.3,6.4,2,695,-0.16,1352,i,0.2,5%
CSCCC(NS(=O)(=O)c1ccc2c(c1)oc(=O)n2C)C(=O)NCc1ccccc1 (stereo not drawn),/,-0.3,1348,-1.1,-0.25,-0.25,1.5,i,16,/,/,/,-14,758,-0.49,1106,i,1.1,/
CCC(=O)Nc1ccc2c(c1)C(=O)c1ccccc1C2=O,1,6.8,1393,-0.35,-0.19,-0.41,0.28,i,47,3.7,2.4,1.9,/,/,-1.3,1306,i,0.6,-47%
Cc1[nH]nc2nc(SCC(=O)NCC3CCCO3)n(-c3ccc(Br)cc3)c(=N)c12 (stereo not drawn),1.3,-1.5,1253,-0.53,-0.23,-0.22,1.3,i,49,2.4,1.7,3.5,/,/,-1.1,1460,i,0.2,2%
O=S(=O)(NCc1cc(-c2ccccc2)no1)c1ccc(Cl)cc1,1.1,/,/,-0.42,-0.22,-0.64,0.73,i,37,1.0,1.7,3.7,/,/,/,/,i,0.7,9%
O=[N+]([O-])c1ccc2nc(/C=C/c3ccc(Cl)cc3)[nH]c2c1,1,2.8,860,-0.051,-0.21,0.36,1.4,i,52,11,7.9,20,/,/,-0.95,1385,i,7.4,3%
Cc1c(C(=O)Nc2ccc(Cl)cc2)c2ccccn2c1C(=O)c1ccc([N+](=O)[O-])cc1,1,/,/,0.61,0.29,0.83,-0.43,i,22,1.5,1.3,11,14,773,-0.34,917,i,1.0,3%
C=CCn1c(-c2ccccc2OC)n[nH]c1=S,0.9,-1.3,945,-1.1,-0.27,-0.83,0.38,i,32,4.7,1.8,4.5,17,642,/,/,i,0.6,0%
CCCn1c(=O)c(C(=O)NCc2ccncc2)c(O)c2ccccc21,1.1,-4.3,1044,-0.7,-0.046,-0.047,0.63,i,24,4.7,2.8,7.9,/,/,0.36,1161,i,0.6,-7%
N#CC1=C(N)Nc2ncnn2C1c1ccc(F)cc1 (stereo not drawn),1,-2.0,1185,-0.52,-0.25,0.032,0.36,i,42,6.0,3.4,5.7,9,598,-0.02,1501,i,0.5,20%
NNC(=O)CCc1ccc(S(=O)(=O)N2CCOCC2)cc1,1.1,-0.7,1123,-0.21,-0.24,0.25,-0.29,i,37,2.3,3.0,8.9,-6,641,0.16,1141,i,0.9,-2%
c1ccc(OCCOc2ncnc3sccc23)cc1,1.1,/,/,-0.64,-0.25,-0.25,-0.13,i,12,1.6,2.1,5.8,3,784,0.21,1136,i,0.7,22%
CNC(=O)c1[nH]cnc1C(=O)N[C@@H](C)C(=O)OCc1ccccc1,/,-2.0,1288,-0.37,-0.83,-0.23,0.43,i,50,/,/,/,0,672,1.6,692,i,1.7,/
CN1C[C@@H]2C(c3ccc(C(F)(F)F)cc3)C3(c4cccnc4)CC2(C3)[C@H]1c1ccccc1 (stereo partly drawn),/,1.3,1379,-0.93,-0.78,-0.49,0.084,i,38,/,/,/,12,680,-1.3,968,i,0.2,/
Clc1cc(Cl)c(OCc2nc(-c3ccccn3)no2)cc1Cl,1,/,/,-0.63,-0.1,-0.033,0.75,i,64,2.8,2.5,2.6,6,722,/,/,i,0.4,9%
Cc1ccc2cc(CN(CCCN(C)C)C(=S)NCc3ccccc3)c(=O)[nH]c2c1C,1,-1.9,1065,0.16,0.31,0.47,0.24,i,21,/,/,/,-20,585,0.08,1418,i,1.2,12%
Cc1ccc2ccccc2[n+]1CCCS(=O)(=O)[O-],1.1,0.1,803,-0.63,-0.48,-0.033,0.42,i,54,3.8,2.3,8.1,/,/,0.07,1482,i,0.6,-2%
CCOC(=O)C(CC)/C(C)=N\NC(=O)c1cccc(C)c1 (stereo not drawn),1,-1.6,1072,-0.43,-0.18,-0.13,0.71,i,43,2.1,1.4,5.5,0,713,0.19,1475,i,0.5,11%
CC(C)CCOc1ccc(C(=O)NCCC(=O)N2CCOCC2)cc1,1.1,/,/,0.0062,-0.19,0.18,-0.26,i,53,3.8,3.0,7.6,-9,641,-0.06,1298,i,1.7,8%
CCOC(=O)c1[nH]c2ccc(OC)cc2c1NC(=S)N1CCN(c2ccccn2)CC1,1.2,-0.8,1127,0.89,-0.34,1.1,-0.82,i,20,4.4,2.1,4.3,4,710,-0.71,1338,i,0.3,8%
CC(C)CNC(=O)NC1C(NC(=O)NCC(C)C)N(C)C(=O)N1C (stereo not drawn),1.1,-8.0,941,-0.46,-0.33,-0.13,0.34,i,12,4.2,3.8,3.6,/,/,0.12,1158,i,0.6,-9%
COc1ccc(COc2cc(-c3cccc(OC)c3)nc3ccc(NC(C)=O)cc23)cc1,1,/,/,0.44,-0.23,0.51,0.78,i,26,3.2,1.5,10,1,740,0.47,1252,i,0.6,16%

# Results in Dynein cargo inh nuclear GR-EGFP, T cell HTS and MT stabilize HCS (2 entries from above):
Molecule	Dynein cargo inh nuclear GR-EGFP	T cell HTS	MT stabilize HCS
c1ccc(OCCOc2ncnc3sccc23)cc1	-0.25	i	1.6
CNC(=O)c1[nH]cnc1C(=O)N[C@@H](C)C(=O)OCc1ccccc1	-0.23	i	/
